Yfh1-off respiration: enhancers of respiration in Yfh1-depleted yeast, dose response, Friedreich's ataxia, plus single-dose screen (AID 1465); S. cerevisiae Yfh1-off respiration, WST-1 reduction, 72 h; higher fold induction means a stronger effect; fold induction at 50 µM, or EC50 in µM where a hit was titrated; 220,000 tested, 0.074% active;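 active = fold induction of absorbance versus untreated yeast above a set limit, then at least 30% activation at any dose in follow-up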;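 note: activators that raise dye reduction in frataxin-depleted yeast; strong numbers were not always called active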
TNAP activators: stimulation of alkaline phosphatase TNAP activity – biochemical, luminescent, no phosphate acceptor, uHTS, primary screen (AID 1001); purified TNAP, luminescent activation assay, no phosphate acceptor; higher activation fold means a stronger effect; activation fold at 20 µM; hits with a dose series show EC50 in µM; 200,000 tested, 0.03% active; in the data active = activation fold from about 3, or a potency from the dose series; inactive = the rest, 99 in 100 with activation fold below about 1.6; note: many of its hits are not listed in these tables
PMI inhibitors: MPI enzyme activity inhibition – biochemical, fluorescence intensity, coupled assay, primary screen (AID 1209) | 190,000 tested, 0.42% active | purified PMI enzyme, coupled fluorescence intensity; higher % means a stronger effect | one-dose inhibition, % at 20 µM; IC50 in µM for titrated hits;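 note: plate controls were DMSO vehicle for no effect and wells lacking substrate for full effect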
XIAP antagonists: XIAP antagonists, biochemical, IAP family, fluorescence polarization (AID 1018) | XIAP BIR domain, fluorescence polarization peptide displacement; higher % means a stronger effect | displacement, % at 20 µM, or IC50 in µM where a hit was titrated | 200,000 tested, 0.007% active; in the data active = displacement above about 50%; note: a part of the inactive calls stands beside numbers as strong as those of hits
WT yeast gro inh: growth inhibition of WT yeast, mitochondrial fusion screen. inhibition, % at 10 µM. 190,000 tested, 2.1% active. mitochondrial fusion phenotypic screen, WT strain. AID 1362; in the data active = inhibition above about 58%; tested in S. cerevisiae
human PMI inhibitors: human PMI inhibitors, high substrate, primary screen, biochemical, fluorescence intensity, high mannose 6-phosphate (AID 1220); recombinant PMI enzyme, coupled fluorescence intensity; higher % means a stronger effect; inhibition, % at 20 µM, or IC50 in µM where a hit was titrated; 190,000 tested, 0.66% active
M1AAP inhibition: malaria alanyl aminopeptidase activity blockers – biochemical, fluorogenic H-Leu-NHMec substrate, 1536-well (AID 1445). 220,000 tested, 0.42% active. inhibition, % at 30 µM, or IC50 in µM where a hit was titrated. recombinant M1AAP, H-Leu-NHMec fluorogenic kinetic assay; higher % means a stronger effect;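 active = primary inhibition above the hit cutoff, then over 50% inhibition at one or more dose response concentrations, cut at about 23% in these data, passing the limit was not always enough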;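 note: plate controls were DMSO full reaction for no effect and no enzyme background for full effect; strong numbers were not always called active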
P. falciparum M17LAP: P. falciparum M17LAP inhibitors, primary screen, biochemical, fluorogenic H-Leu-NHMec substrate, 1536-well (AID 1619). recombinant M17LAP, H-Leu-NHMec fluorogenic kinetic assay; higher % means a stronger effect. 220,000 tested, 0.38% active. inhibition, % at 30 µM, or IC50 in µM where a hit was titrated;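 active = compound inhibiting the enzyme by more than half at any dose during confirmatory dose-response retesting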;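 note: plate controls were full reaction with DMSO carrier for no effect and no enzyme background for full effect; strong numbers were not always called active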
LYP phosphatase: inhibitors of LYP phosphatase, biochemical, fluorescence intensity, uHTS (AID 1779); recombinant LYP phosphatase, fluorescence intensity; higher % means a stronger effect; one-dose inhibition, % at 11.5 µM; IC50 in µM for titrated hits; 290,000 tested, 0.054% active;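 note: plate controls were vehicle with enzyme for no effect and no enzyme for full effect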
WT yeast gro inh mutant strain: further read-out of WT yeast gro inh, marked with its call; inhibition, %; mitochondrial fusion phenotypic screen, mutant strain inhibition
An asterisk follows results filed as active. Cut-off read from the data, not from the text of the source, unless noted: active = inhibition above about 50%; inactive = the rest.

CC1(C)Oc2ccc(C(=O)NC3CCCC3)cc2N(CC(=O)N2CCOCC2)C1=O was read as Yfh1-off respiration inactive, TNAP activators 1.1, PMI inhibitors 8%, XIAP antagonists -17%, WT yeast gro inh 10, human PMI inhibitors 12%, M1AAP inhibition -6%, P. falciparum M17LAP -2%, LYP phosphatase -6% and WT yeast gro inh mutant strain -5.
For Cc1c(NC(=O)CN2C(=O)NC(C)(c3ccccc3Cl)C2=O)c(=O)n(-c2ccccc2)n1C (stereo not given) the results were Yfh1-off respiration inactive, TNAP activators 1, PMI inhibitors 3%, XIAP antagonists -16%, WT yeast gro inh -5, human PMI inhibitors -5%, M1AAP inhibition 7%, P. falciparum M17LAP 14%, LYP phosphatase -1% and WT yeast gro inh mutant strain -20.
`COC(C(=O)NC1CCCCCCC1)c1ccccc1` (stereo not given) gave Yfh1-off respiration inactive, TNAP activators 1.2, PMI inhibitors -5%, XIAP antagonists -8.1%, WT yeast gro inh 0, human PMI inhibitors -1%, M1AAP inhibition 10%, P. falciparum M17LAP 12%, LYP phosphatase -4% and WT yeast gro inh mutant strain 0.
For CCOC(=O)c1oc2cccc(O)c2c1CN(Cc1ccccc1)C(C)=O the results were Yfh1-off respiration inactive, TNAP activators 1.1, PMI inhibitors 7%, XIAP antagonists 1.6%, WT yeast gro inh 18, human PMI inhibitors 3%, M1AAP inhibition 15%, P. falciparum M17LAP 5%, LYP phosphatase 2% and WT yeast gro inh mutant strain -3.
For CCN(CCNS(=O)(=O)c1ccc2c(c1)oc(=O)n2C)c1ccccc1 the results were Yfh1-off respiration inactive, TNAP activators 1.2, PMI inhibitors 0%, XIAP antagonists -2.5%, WT yeast gro inh 12, human PMI inhibitors 7%, M1AAP inhibition 2%, P. falciparum M17LAP 5%, LYP phosphatase 3% and WT yeast gro inh mutant strain 1.
`COc1cccc(NC(=O)c2ccccc2-c2nc(-c3ccc(Cl)cc3)no2)c1` gave Yfh1-off respiration inactive, TNAP activators 1, PMI inhibitors 5%, XIAP antagonists 0.4%, WT yeast gro inh 22, human PMI inhibitors 1%, M1AAP inhibition 0%, P. falciparum M17LAP 7%, LYP phosphatase -2% and WT yeast gro inh mutant strain -9.
For Cc1ccc2oc(=O)n(CC(=O)OCCC(C)C)c2c1 the results were Yfh1-off respiration inactive, M1AAP inhibition 0%, P. falciparum M17LAP -10% and LYP phosphatase -6%.
Screening O=C(Nc1ccc(S(=O)(=O)Nc2nccs2)cc1)/C(=C/c1ccccc1Cl)NC(=O)c1ccccc1 returned Yfh1-off respiration inactive, TNAP activators 1.1, PMI inhibitors 20%, XIAP antagonists 2.1%, WT yeast gro inh -5, human PMI inhibitors 10%, M1AAP inhibition 13%, P. falciparum M17LAP 7%, LYP phosphatase -2% and WT yeast gro inh mutant strain 15.
`O=C(NCc1ccco1)c1ccc2c(c1)C(=O)N(Cc1ccccc1)C2=O` gave Yfh1-off respiration inactive, TNAP activators 1.1, PMI inhibitors 11%, XIAP antagonists -1.5%, WT yeast gro inh -16, human PMI inhibitors 9%, M1AAP inhibition 4%, P. falciparum M17LAP -1%, LYP phosphatase 2% and WT yeast gro inh mutant strain -8.
Screening Cc1ccccc1NC(=O)CSCc1nc(N)nc(Nc2ccccc2C)n1 returned Yfh1-off respiration inactive, TNAP activators 1.1, PMI inhibitors 15%, XIAP antagonists -4.7%, WT yeast gro inh 2, human PMI inhibitors 18%, M1AAP inhibition 7%, P. falciparum M17LAP -1%, LYP phosphatase -5% and WT yeast gro inh mutant strain -5.
`CSc1ccc(S(=O)(=O)NCc2ccc(Cl)cc2)cc1` gave Yfh1-off respiration inactive, TNAP activators 1.1, PMI inhibitors 11%, XIAP antagonists -4.2%, WT yeast gro inh 14, human PMI inhibitors 9%, M1AAP inhibition 9%, P. falciparum M17LAP 0%, LYP phosphatase -6% and WT yeast gro inh mutant strain 23.
For CC(=O)Nc1ccc(S(=O)(=O)NCC(=O)OCC(=O)N2CCc3ccccc32)cc1 the results were Yfh1-off respiration inactive, TNAP activators 1.1, PMI inhibitors 0%, XIAP antagonists -4.5%, WT yeast gro inh 62*, human PMI inhibitors 0%, M1AAP inhibition 2%, P. falciparum M17LAP -4%, LYP phosphatase -7% and WT yeast gro inh mutant strain 3.8*.

Looked up by structure from the entries so far (two):
CC1(C)Oc2ccc(C(=O)NC3CCCC3)cc2N(CC(=O)N2CCOCC2)C1=O was read as Yfh1-off respiration inactive, TNAP activators 1.1, PMI inhibitors 8%, XIAP antagonists -17%, WT yeast gro inh 10, human PMI inhibitors 12%, M1AAP inhibition -6%, P. falciparum M17LAP -2%, LYP phosphatase -6% and WT yeast gro inh mutant strain -5.
For CCOC(=O)c1oc2cccc(O)c2c1CN(Cc1ccccc1)C(C)=O the results were Yfh1-off respiration inactive, TNAP activators 1.1, PMI inhibitors 7%, XIAP antagonists 1.6%, WT yeast gro inh 18, human PMI inhibitors 3%, M1AAP inhibition 15%, P. falciparum M17LAP 5%, LYP phosphatase 2% and WT yeast gro inh mutant strain -3.

Following part.
For Cc1ccc(NC(=O)N(Cc2cccnc2)Cc2ccco2)cc1C the results were Yfh1-off respiration inactive, TNAP activators 1.1, PMI inhibitors 2%, XIAP antagonists -2.3%, WT yeast gro inh 23, human PMI inhibitors -4%, M1AAP inhibition 2%, P. falciparum M17LAP 7%, LYP phosphatase -4% and WT yeast gro inh mutant strain -2.
Screening COc1cc(Cl)c(C)cc1NC(=S)NN returned Yfh1-off respiration inactive, TNAP activators 1.2, PMI inhibitors 21%, XIAP antagonists -5.3%, WT yeast gro inh 7, human PMI inhibitors 1%, M1AAP inhibition 7%, P. falciparum M17LAP 2%, LYP phosphatase 7% and WT yeast gro inh mutant strain -2.
For Nn1c(SC/C=C/c2ccccc2)nnc1-c1ccncc1 the results were TNAP activators 1.1, PMI inhibitors 1%, XIAP antagonists -9.9%, WT yeast gro inh 6, human PMI inhibitors -11%, M1AAP inhibition 9%, P. falciparum M17LAP -9%, LYP phosphatase -12% and WT yeast gro inh mutant strain 26.
Screening Cc1cc(N2CCCCCC2)nc2ccccc12 returned Yfh1-off respiration inactive, TNAP activators 1.1, PMI inhibitors 2%, XIAP antagonists -3.3%, WT yeast gro inh -7, human PMI inhibitors -6%, M1AAP inhibition -2%, P. falciparum M17LAP 25%, LYP phosphatase -10% and WT yeast gro inh mutant strain 2.
Screening NC(=O)COc1ccccc1C(=O)O returned Yfh1-off respiration inactive, TNAP activators 1.1, PMI inhibitors -13%, XIAP antagonists -9.9%, WT yeast gro inh 10, human PMI inhibitors -13%, M1AAP inhibition 4%, P. falciparum M17LAP 14%, LYP phosphatase -7% and WT yeast gro inh mutant strain 6.
CC(=O)NS(=O)(=O)c1ccc(NC(=O)/C=C/c2ccccc2)cc1 was read as Yfh1-off respiration inactive, TNAP activators 1, PMI inhibitors -16%, XIAP antagonists -6.4%, WT yeast gro inh -1, human PMI inhibitors -17%, M1AAP inhibition 10%, P. falciparum M17LAP 10%, LYP phosphatase 1% and WT yeast gro inh mutant strain 8.
`CCC1CCCCN1C(=O)CSc1nc2c(cnn2-c2ccc(C)cc2)c(=O)[nH]1` (stereo not given) gave Yfh1-off respiration inactive, TNAP activators 1.1, PMI inhibitors 17%, XIAP antagonists -5.7%, WT yeast gro inh 12, human PMI inhibitors 15%, M1AAP inhibition 4%, P. falciparum M17LAP -2%, LYP phosphatase 2% and WT yeast gro inh mutant strain 5.
`CCCOC(=O)c1ccc(Nc2cc(C)nc3ncnn23)cc1` gave Yfh1-off respiration inactive, TNAP activators 1.1, PMI inhibitors 3%, XIAP antagonists -2.1%, WT yeast gro inh -11, human PMI inhibitors 12%, M1AAP inhibition 2%, P. falciparum M17LAP -1%, LYP phosphatase -4% and WT yeast gro inh mutant strain 8.
`C=CCn1c(COc2cccc3cccnc23)nnc1SCC(=O)OC` gave Yfh1-off respiration inactive, TNAP activators 1.1, PMI inhibitors 11%, XIAP antagonists -4.5%, WT yeast gro inh 7, human PMI inhibitors 10%, M1AAP inhibition -1%, P. falciparum M17LAP 2%, LYP phosphatase -3% and WT yeast gro inh mutant strain 4.
`Cn1cccc1Cc1nnc(SCC(=O)NCc2ccccc2)n1-c1ccc(F)cc1` gave Yfh1-off respiration inactive, TNAP activators 1.2, PMI inhibitors 0%, XIAP antagonists 0.1%, WT yeast gro inh -1, human PMI inhibitors 1%, M1AAP inhibition 7%, P. falciparum M17LAP 4%, LYP phosphatase -7% and WT yeast gro inh mutant strain -2.
`O=C(CSc1nc2ccccc2n1S(=O)(=O)c1ccccc1)N1CCCCC1` gave Yfh1-off respiration inactive, TNAP activators 1.1, PMI inhibitors 10%, XIAP antagonists -4.4%, WT yeast gro inh -6, human PMI inhibitors 8%, M1AAP inhibition -3%, P. falciparum M17LAP 0%, LYP phosphatase -11% and WT yeast gro inh mutant strain -2.
`Cn1c(OCc2ccc3c(c2)OCO3)nc2c1c(=O)n(Cc1ccc(Cl)c(Cl)c1)c(=O)n2C` gave TNAP activators 1, PMI inhibitors 4%, XIAP antagonists -3.3%, WT yeast gro inh -3, human PMI inhibitors 6%, M1AAP inhibition 2%, P. falciparum M17LAP -7%, LYP phosphatase -8% and WT yeast gro inh mutant strain -24.
Cn1c(SCC(=O)Nc2nc(C(C)(C)C)cs2)nnc1C1CC1 was read as Yfh1-off respiration inactive, TNAP activators 1.1, PMI inhibitors 6%, XIAP antagonists -7.3%, WT yeast gro inh 0, human PMI inhibitors 1%, M1AAP inhibition 2%, P. falciparum M17LAP 5%, LYP phosphatase -6% and WT yeast gro inh mutant strain -21.
For COC(=O)c1cc(OC)c(OC)cc1NC(=O)c1ccc(C)cc1 the results were Yfh1-off respiration inactive, TNAP activators 1.1, PMI inhibitors 1%, XIAP antagonists -16%, WT yeast gro inh 10, human PMI inhibitors -1%, M1AAP inhibition -5%, P. falciparum M17LAP -2%, LYP phosphatase -5% and WT yeast gro inh mutant strain -117.
For O=C(O)CCn1ncc2ccccc2c1=O the results were Yfh1-off respiration inactive, TNAP activators 1.1, PMI inhibitors 0%, XIAP antagonists -6.3%, WT yeast gro inh -17, human PMI inhibitors -4%, M1AAP inhibition 1%, P. falciparum M17LAP 3%, LYP phosphatase -11% and WT yeast gro inh mutant strain -10.
CC(C)(C)n1nnnc1C(c1cccs1)N(Cc1ccc(Cl)cc1)CC1CCCO1 (stereo not given) was read as Yfh1-off respiration inactive, TNAP activators 1.1, PMI inhibitors 22%, XIAP antagonists -6.0%, WT yeast gro inh 9, human PMI inhibitors 16%, M1AAP inhibition 3%, P. falciparum M17LAP 4%, LYP phosphatase 9% and WT yeast gro inh mutant strain 53.
Screening COc1ccc(NC(=O)C23CCC(C2)C(C)(C)C3=O)cc1 (stereo not given) returned Yfh1-off respiration inactive, TNAP activators 1.2, PMI inhibitors 3%, XIAP antagonists -5.5%, WT yeast gro inh -11, human PMI inhibitors 6%, M1AAP inhibition 7%, P. falciparum M17LAP 9%, LYP phosphatase -9% and WT yeast gro inh mutant strain -18.
`COc1cc(/C=C(\C#N)C(=O)Nc2cccnc2)ccc1OC(C)C` gave TNAP activators 1.1, PMI inhibitors 1%, XIAP antagonists -2.6%, WT yeast gro inh -6, human PMI inhibitors -4%, M1AAP inhibition 7%, P. falciparum M17LAP 13%, LYP phosphatase 5% and WT yeast gro inh mutant strain 2.

Assay outcomes: PubChem BioAssay, several laboratories
